Compound activity from PubChem BioAssay.
KOR beta-arrestin-1: KOR antagonists, beta-arrestin recruitment, cell-based, luminescence, uHTS (AID 1778) | KOR beta-arrestin recruitment, luminescence, antagonist mode; higher % means a stronger effect | one-dose inhibition, % at 10 µM; IC50 in µM for titrated hits | 0.091% of 290,000 active; note: strong numbers were not always called active
GPR55 beta-arrestin: selective activators of receptor GPR55 – imaging, U2OS cells, beta-arrestin-GFP redistribution, primary screen (AID 1961). activation, % at 10 µM; hits with a dose series show EC50 in µM. 0.048% of 290,000 active. U2OS GPR55 beta-arrestin-GFP redistribution imaging; higher % means a stronger effect;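 active = activation above 40% with more than 50 cells counted in the well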;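 note: U2OS osteosarcoma cells stably expressing GPR55 and beta-arrestin-GFP; plate controls were DMSO negative control for no effect and LPI positive control for full effect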
P. falciparum M1AAP: malaria alanyl aminopeptidase activity blockers – biochemical, fluorogenic H-Leu-NHMec substrate, 1536-well (AID 1445); recombinant M1AAP, H-Leu-NHMec fluorogenic kinetic assay; higher % means a stronger effect; inhibition, % at 30 µM, or IC50 in µM where a hit was titrated; 0.42% of 220,000 active;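 active = primary inhibition above the hit cutoff, then over 50% inhibition at one or more dose response concentrations, cut at about 23% in these data, passing the limit was not always enough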;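 note: plate controls were DMSO full reaction for no effect and no enzyme background for full effect; strong numbers were not always called active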
KOR beta-arrestin-2: KOR agonists, beta-arrestin recruitment, primary screen, cell-based, luminescence, uHTS (AID 1777) | activation, % at 10 µM, or EC50 in µM where a hit was titrated | 0.02% of 280,000 active | KOR beta-arrestin recruitment, luminescence; higher % means a stronger effect; in the data active = activation above about 50%, passing the limit was not always enough; note: a part of the inactive calls stands beside numbers as strong as those of hits
Dynein cargo inh: dynein cargo transport inhibition. z-score, hits read low. 0.47% of 220,000 active. AID 1381. 3617.4 mouse cells, GR-EGFP nuclear translocation imaging; test concentration mostly 20 µM; stimulated with dexamethasone, 1 µM; stronger effect = lower value;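 active = plate z-score of nuclear minus cytoplasmic receptor signal below a set negative limit, without overly bright fluorescence or cell loss, cut at about -3.5 in these data, passing the limit was not always enough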;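 note: z-score of nuclear minus cytoplasmic ring GR-EGFP intensity difference per well; some compounds called inactive have numbers as strong as hits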
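Buffer or medium: tet-free medium with charcoal-stripped serum / Also added: dexamethasone agonist, 1.0 µM final, for 30 min / Timing: induction 48 h, compound 1 h, agonist 30 min / Measured by: high-content fluorescence imaging after fixation / Read-out: nuclear-to-cytoplasmic GR-EGFP distribution per well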
NOD2 inhibition: NOD2 signaling inhibitors, cell-based, luminescence, uHTS, HEK293 (AID 1566) | HEK293 NOD2/NF-kB luciferase reporter, luminescence; higher % means a stronger effect | inhibition, % at 4 µM, or EC50 in µM where a hit was titrated | 0.63% of 290,000 active; note: many of its hits are not listed in these tables
AID2073: disruptors of CaV2.2 binding to Mint1 – biochemical, HTRF (AID 2073); HTRF protein-protein interaction, Mint1-CaV2.2; higher % means a stronger effect; inhibition, % at 20 µM, or IC50 in µM where a hit was titrated; 0.19% of 290,000 active; in the data active = inhibition mostly above about 51%, no sharp cut-off; note: some results filed as inactive read as strong as hits
NOD1 NF-kB reporter: inhibition of NOD1-driven NF-kB reporter – cell-based, luminescence, uHTS, primary screen (AID 1578); inhibition, % at 4 µM; hits with a dose series show EC50 in µM; 1% of 290,000 active; NOD1-driven NF-kB luciferase reporter cells, luminescence; higher % means a stronger effect; in the data active = inhibition mostly above about 36%, no sharp cut-off; inactive = mostly below about 34%;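 note: HEK-293T reporter cells stimulated with the NOD1 agonist gamma-tri-DAP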
P. falciparum M17LAP: P. falciparum M17LAP inhibitors, primary screen, biochemical, fluorogenic H-Leu-NHMec substrate, 1536-well (AID 1619) | recombinant M17LAP, H-Leu-NHMec fluorogenic kinetic assay; higher % means a stronger effect | 0.38% of 220,000 active | inhibition, % at 30 µM, or IC50 in µM where a hit was titrated;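 active = compound inhibiting the enzyme by more than half at any dose during confirmatory dose-response retesting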;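 note: plate controls were full reaction with DMSO carrier for no effect and no enzyme background for full effect; strong numbers were not always called active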
Dynein cargo inh cytoplasmic EGFP: further read-out of Dynein cargo inh, marked with its call; z-score; measured here: cytoplasmic GR-EGFP intensity; stronger effect = higher value
Dynein cargo inh nuclear GR-EGFP: also measured in Dynein cargo inh; calls as there; z-score; measured here: nuclear GR-EGFP intensity;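 lower value marks the stronger effect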
Dynein cargo inh cell count: also measured in Dynein cargo inh; calls as there; z-score; measured here: cell count per field
* = called active by the depositor; . = not tested or not shown; [ ] = dose if it differs, or a comment. Cut-off read from the data, not from the text of the source, unless noted: active = inhibition above about 50%; inactive = the rest.

Every second line gives: KOR beta-arrestin-1	GPR55 beta-arrestin	P. falciparum M1AAP	KOR beta-arrestin-2	Dynein cargo inh	Dynein cargo inh cytoplasmic EGFP	Dynein cargo inh nuclear GR-EGFP	Dynein cargo inh cell count	NOD2 inhibition	AID2073	NOD1 NF-kB reporter	P. falciparum M17LAP
1: CN1C(=O)C(=Cc2cn(CC(=O)N3CCCCC3)c3ccccc23)C(=O)N(C)C1=O
 : -2.8%	-0.2%	.	-0.3%	.	.	.	.	-20.0%	11.0%	-5.8%	.
2: Cc1nn(Cc2ccccc2)c(Cl)c1C(=O)OCC(=O)NCC1CCCO1 (stereo unspecified)
 : 7.9%	1.4%	0.1%	-4.5%	0.0608	-0.305	0.0231	-1.18	8.4%	-11.6%	-21.9%	0.7%
3: CC(C)CCNC(=O)c1cc(C(=O)c2cc(F)ccc2O)cn(CCC(C)C)c1=O
 : -25.4%	-0.3%	-7.1%	-5.4%	-0.646	-0.308	0.0957	0.404	-7.3%	16.1%	-27.4%	-9.7%
4: COC(=O)c1ccc(NC(=O)CSc2nc3ccc(N4C(=O)C5C6C=CC(C6)C5C4=O)cc3s2)cc1 (stereo unspecified)
 : -34.1%	0.2%	3.5%	6.9%	-0.249	-0.275	-0.392	1.17	46.2%	21.3%	103.8%*	-3.1%
5: O=c1[nH]c(=O)n(Cc2ccco2)c(O)c1C=NCc1ccc2c(c1)OCO2
 : -37.6%	0.0%	-6.9%	1.9%	-0.269	0.41	0.29	-0.137	-2.7%	15.3%	-14.6%	1.6%
6: CCCn1ncc(CN2CCCC(C(=O)c3cccc(OC)c3)C2)c1C (stereo unspecified)
 : -3.5%[20 µM]	-0.1%	-1.1%	.	-0.638	0.127	-0.339	-0.77	-9.6%	-3.7%	12.4%	-6.2%
7: Cn1c(O)c(C2=NN(C(=O)CCl)C(c3ccccc3)C2)c(=O)n(C)c1=O (stereo unspecified)
 : -19.0%	0.0%	21.9%	2.7%	0.0881	-0.283	-0.18	0.748	3.3%	-2.4%	-3.8%	10.8%
8: COc1ccccc1CCNC1CCC(C(C)(C)C)CC1 (stereo unspecified)
 : 7.6%	-0.2%	1.7%	1.8%	1.01	0.0284	1.32	-0.611	-5.9%	8.5%	-58.8%	-4.7%
9: CN1C(=O)N(C)C(=O)C2(Cc3cc(N)ccc3N3CCN(c4ccccc4F)CC32)C1=O (stereo unspecified)
 : 14.8%	-0.2%	8.9%	-4.1%	0.172	-0.137	0.218	-0.14	-6.5%	14.5%	-17.6%	-4.9%
10: Cc1ccc2c(c1)C1CN(C)CCC1N2C(=O)CCCN1C(=O)c2cccc3cccc(c23)C1=O (stereo unspecified)
 : .	-0.2%	2.2%	.	-1.49	-0.299	-0.912	2.69	16.7%	-16.4%	-10.4%	-9.9%
11: Cc1ccc(C(=O)Nc2ccc(-n3ccnc3P(=O)(O)c3ccccc3)cc2)cc1
 : 19.9%	-0.2%	34.2%	0.4%	3.06	0.139	1.37	-1.91	9.4%	-3.5%	-23.5%	-15.3%
12: N#CCCn1cc(C(=O)Nc2ccc([N+](=O)[O-])cc2)c(-c2ccccc2)n1
 : 29.4%	0.0%	4.0%	0.2%	0.486	-0.242	0.693	-0.499	-7.8%	-1.7%	-11.1%	18.8%
13: C[N+]1(C)CCN(c2ccccc2)CC1
 : 18.9%	-0.2%	11.3%	-4.6%	-0.375	-0.249	-0.00447	0.777	6.6%	-8.3%	-25.5%	5.5%
14: CCCCCn1c(NC(=O)c2ccco2)c(C(=O)OCC)c2nc3ccccc3nc21
 : -42.4%	-0.2%	9.4%	-0.6%	-0.683	-0.187	0.228	0.453	4.8%	19.2%	-11.9%	-37.1%
15: Cc1ccc(/C=C2\C(=O)NC(=S)N(c3cccc(F)c3)C2=O)o1
 : -18.5%	-0.2%	.	5.0%	.	.	.	.	4.9%	-5.7%	42.9%	.
16: CC(=O)N(C1=NCCCS1)c1ccc(F)cc1
 : 17.7%	-0.1%	0.5%	12.0%	-0.782	-0.207	-0.222	-0.0359	-9.5%	-0.3%	-5.9%	-16.0%
17: NNc1n[nH]c(=S)n1N
 : 2.0%	-0.3%	2.8%	-2.0%	-0.138	-0.197	0.31	0.452	10.8%	-25.0%	3.3%	0.2%
18: CC(=O)c1ccc(OCC(=O)N2CCCC(N3CCN(c4ccccc4C)CC3)C2)cc1 (stereo unspecified)
 : 7.4%	-0.1%	.	0.3%	.	.	.	.	5.4%	11.5%	-25.3%	.
19: Cc1ccc2c(c1)[C@@H]1CN(C)CC[C@@H]1N2C(=O)Nc1cccc(C(F)(F)F)c1
 : .	-0.2%	7.0%	.	1.11	0.178	1.24	-0.0224	-1.4%	-2.2%	-29.5%	-4.4%
20: Cc1ccc(-n2c(O)c(C=NC3CCCC3)c(=O)[nH]c2=O)c(C)c1
 : 26.1%	-0.3%	-0.7%	-8.4%	1.65	-0.196	0.296	-0.828	-3.9%	1.5%	-10.9%	2.4%
21: CC1CCC(C(=O)NC(C(=O)N2CCC3(CC2)OCCO3)C(C)C)CC1 (stereo unspecified)
 : -7.3%	-0.3%	2.4%	-0.6%	-0.285	-0.179	0.00027	-0.242	11.8%	1.1%	13.2%	1.4%
22: C[C@]12CC[C@@H](O)C[C@@H]1CC[C@@H]1[C@@H]2CC[C@]2(C)[C@@H](O)CC[C@@H]12
 : 1.7%	0.5%	10.5%	-1.8%	-0.287	-0.278	0.343	0.657	14.1%	-1.8%	-13.7%	-0.4%
23: CC(=O)OC1(c2ccccc2)CCN(C)C(C)C1C (stereo unspecified)
 : 11.5%	1.4%	5.6%	-0.4%	1.31	-0.238	0.449	-0.967	18.8%	-6.3%	-5.2%	-2.7%
24: CC(C)c1oc(=O)cc2c1[C@@H](O)[C@H]1OC(=O)[C@@]3(C)CC[C@@H](O)[C@@]2(C)C13 (stereo partly specified)
 : 22.2%	-0.1%	-6.2%	0.9%	1.47	-0.33	0.95	0.298	20.0%	-7.0%	-5.4%	-4.6%
25: COc1ccccc1N1CCN(Cc2ccc(Br)s2)CC1
 : 45.0%	0.2%	-7.2%	-3.1%	-0.724	-0.151	-0.0836	-0.0825	-0.4%	0.2%	-31.1%	4.8%
26: Cc1cc(C=O)c(C)n1C(C)C
 : -8.0%	0.6%	-0.1%	1.1%	-0.46	-0.309	0.0918	0.109	14.8%	0.5%	-11.9%	-1.2%
27: CCCS(=O)(=O)N1CCC(C(=O)N2CCC3(CC2)OCCO3)CC1
 : 30.6%	0.7%	4.2%	-1.9%	-0.195	-0.407	0.0387	0.143	0.0%	0.1%	-9.7%	-3.9%
28: N#CCCn1cc(C(=O)NCc2ccccc2)c(-c2ccc3c(c2)OCCO3)n1
 : -36.3%[20 µM]	0.6%	5.8%	2.0%	-0.0313	-0.135	0.209	0.774	6.2%	-1.4%	-18.8%	4.8%
29: COc1ccc(-c2cc(=Nc3cccc(C(=O)O)c3)c3cc(C)ccc3o2)cc1
 : -26.7%	0.1%	4.1%	-0.5%	2.53	-0.295	1.06	-0.791	-125.3%	12.9%	-36.6%	-0.8%
30: COCc1c(CN)cnc(C)c1N
 : 11.9%	-0.1%	-6.0%	2.7%	-0.754	-0.176	-0.488	0.74	0.8%	1.5%	-4.3%	2.3%
31: CCCCCCCCCCCCn1ccc(=N)cc1
 : -5.4%	0.5%	3.9%	6.2%	7.1	0.342	4.44	-2.08	40.7%	-8.7%	-3.0%	4.9%
32: Cc1oc(-c2ccccc2Cl)nc1CN1C(=O)CN=C(c2ccccc2)c2ccccc21
 : 4.9%	-0.3%	3.0%	-1.7%	-0.58	-0.214	0.463	0.544	9.5%	-14.1%	-13.6%	-0.3%
33: N#Cc1c(/N=C/c2ccc(O)cc2O)sc2c1C1CCN2CC1
 : 11.8%	0.3%	3.9%	7.0%	2.45	0.976	1.55	0.495	-16.0%	-2.9%	-44.1%	11.8%
34: Cc1cccc(NC(=O)N2CCCC2)c1
 : -13.7%[20 µM]	0.3%	1.3%	-6.8%	-0.164	-0.266	0.252	-0.524	16.5%	-0.2%	-29.6%	-1.6%
35: Cc1nc2ccc(Cl)cn2c1P(=S)(N1CCOCC1)N1CCOCC1
 : -8.6%	-0.2%	1.1%	-0.9%	0.0985	-0.217	0.235	-0.0243	-10.4%	-7.4%	-17.7%	9.2%
36: COc1cc(N2CCOCC2)ccc1/C=C1\C(=O)NC(=O)N(Cc2cccs2)C1=O
 : 2.9%	-0.2%	10.9%	-1.5%	-0.991	0.693	-0.307	0.802	16.7%	23.7%	-7.9%	39.6%
37: CC1COC2N=C(N[N+](=O)[O-])NC2O1 (stereo unspecified)
 : 2.3%	-0.3%	3.4%	-7.4%	-0.647	-0.274	-0.304	0.476	6.3%	7.9%	-2.9%	0.7%
38: CCOC(=O)C(O)(c1ccc(NC(=O)NC2CCCCC2)cc1)C(F)(F)F (stereo unspecified)
 : 0.3%	-0.2%	-5.4%	2.6%	-1.33	-0.184	-0.535	0.616	-16.5%	-3.2%	12.0%	-5.6%
39: CN(Cc1ccccc1)C1CCCN(C(=O)COc2ccccc2Cl)C1 (stereo unspecified)
 : 16.4%	0.3%	.	0.5%	.	.	.	.	-20.8%	10.0%	-11.3%	.
40: CC[N+](CC)(CC#CCO)CC#Cc1ccccc1
 : -4.2%	-0.5%	4.1%	-3.5%	0.283	-0.228	0.147	0.19	21.5%	-7.1%	-28.1%	-1.3%
41: COc1cccc(C2(O)CCSCC2CN(C)C)c1 (stereo unspecified)
 : 3.5%	-0.3%	-3.8%	0.7%	-0.527	-0.267	-0.212	1.48	9.5%	-8.7%	-26.6%	-12.0%
42: O=c1[nH]c(=O)n(-c2ccc(Br)cc2)c(O)c1C=NCCN1CCCCC1
 : -1.3%	-0.1%	7.7%	6.4%	-0.565	-0.228	0.126	0.892	5.2%	-12.4%	-6.2%	3.9%
43: C=CCN1C(=O)NC(=O)/C(=C/C=C/c2ccccc2)C1=O
 : -125.0%	1.1%	8.9%	1.0%	-4.88*	1.08*	-2.41*	0.25*	.	60.5%	.	8.3%
44: O=[N+]([O-])c1cc(F)c(N2CCCC2)cc1Br
 : -16.5%	0.1%	1.7%	-10.8%	-0.205	-0.273	-0.167	0.0896	19.4%	-10.0%	-3.8%	-7.2%

The list is partial. The share of hits here may be higher or lower than overall.
